ZTA DNA inh: blocks Epstein-Barr virus ZTA, an EBNA-1 counter-screen; ZTA-DNA binding, fluorescence polarization; inhibition, % at 11 µM; actives 0.15% (n = 320,000); AID 2234; in the data active means inhibition above about 33%
Target sequence (P03206 whole entry, looked up): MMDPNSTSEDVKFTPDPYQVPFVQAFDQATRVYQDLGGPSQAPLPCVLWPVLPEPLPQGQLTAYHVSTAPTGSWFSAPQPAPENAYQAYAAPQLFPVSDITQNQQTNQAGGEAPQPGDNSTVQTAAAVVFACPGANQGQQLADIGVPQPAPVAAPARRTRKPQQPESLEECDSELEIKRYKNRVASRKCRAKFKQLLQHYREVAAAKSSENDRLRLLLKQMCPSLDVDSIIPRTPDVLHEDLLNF
Fam108B inh: blocks mouse Fam108B hydrolase in RBBP9 counter-screen. recombinant Fam108B, FP-Rh probe fluorescence polarization. inhibition, % at 9.51 µM. actives 0.33% (n = 300,000). AID 1947;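 active means inhibition above the screen mean inhibition plus 3 SD, computed separately per campaign, cut at about 18% in these data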;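 further: inhibitors lower polarization as less probe binds the enzyme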
MEX-5 binding: C. elegans MEX-5 TCR-2 RNA binding activity | actives 0.38% (n = 300,000) | activity score (negative = inhibition of binding), % at 10 µM | Q9XUB2 | MEX-5/FITC-TCR2 RNA binding, fluorescence polarization; stronger effect = lower value;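 active means inhibition past about -25% in most replicates, and total fluorescence under double the plate's negative control median, limit read from the data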;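 further: 0% = DMSO and -100% = 5 µM competing unlabeled TCR2 RNA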
CR mimetic SO: yeast age-related superoxide inhibition as caloric restriction mimetic; S. cerevisiae aged cells, superoxide DHE fluorescence; stronger effect = lower value; superoxide response (% of plate mean), % at 10 µM; actives 0.18% (n = 330,000); AID 2690;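 active means superoxide response under a set limit, about three screen SD below normal, cut at about 65% in these data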;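 further: yeast aged for seven days with compound at 30 °C before DHE staining; 100% = average MFI of all compound-treated wells on the plate with controls excluded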
Efflux pump mplx: antifungal efflux pump inhibition, Nile Red retention | actives 0.44% (n = 330,000) | S. cerevisiae Candida pump triplex | inhibition, % at 10 µM;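 active means plate passing quality check with inhibition over a set limit, or well fluorescence over plate mean plus 4 SD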;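 further: Nile Red retained in pooled yeast measured as flow cytometry median fluorescence; 0% = buffer negative control and 100% = Enniatin B positive control; higher means more Nile Red kept so more efflux inhibition; some compounds called inactive have numbers as strong as hits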
EBNA-1 inh: blocks EBNA-1 binding to DNA; EBNA-1 DNA binding, fluorescence polarization; inhibition, % at 14.8 µM; actives 0.34% (n = 300,000); AID 1950; in the data active means inhibition above about 28%
MCL1-BIM inh: inhibitors of human MCL1 binding to BIM-BH3 peptide | actives 0.68% (n = 320,000) | inhibition, % at 10.9 µM | Q07820 | GST-MCL1 / FITC-Bim-BH3 fluorescence polarization;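 active means inhibition above the mean inhibition of all tested compounds plus 3 SD, set per campaign, cut at about 40% in these data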;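 further: 0% = DMSO wells and 100% = unlabeled Bim-BH3 peptide control; higher means more loss of mP so more displacement of Bim peptide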
Target sequence (Q07820 whole entry, looked up): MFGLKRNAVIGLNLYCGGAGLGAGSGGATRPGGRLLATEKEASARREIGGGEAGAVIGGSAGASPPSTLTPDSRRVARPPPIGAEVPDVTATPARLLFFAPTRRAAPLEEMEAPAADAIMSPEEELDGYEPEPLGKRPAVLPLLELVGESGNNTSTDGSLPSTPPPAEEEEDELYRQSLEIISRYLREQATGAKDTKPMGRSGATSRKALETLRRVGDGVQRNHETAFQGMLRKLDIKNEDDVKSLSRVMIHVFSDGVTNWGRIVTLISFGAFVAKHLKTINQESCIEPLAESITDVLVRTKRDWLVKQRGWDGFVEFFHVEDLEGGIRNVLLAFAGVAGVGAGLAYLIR
GLD-1 RNA inh: GLD-1-TGE RNA interaction inhibition (C. elegans). Q17339. purified GLD-1 + fluorescein TGE RNA, fluorescence polarization. inhibition, % at 5.96 µM. actives 0.44% (n = 320,000). AID 2280;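 active means percent inhibition above a per-plate cutoff, the plate mean of test compounds plus 3 SD, cut at about 30% in these data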;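 further: 0% = DMSO wells with GLD-1 and probe and 100% = wells lacking GLD-1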
BCLXL inh: blocks human Bcl-xL binding to Bim BH3 peptide. GST-Bcl-xL / FITC-Bim BH3 peptide fluorescence polarization. inhibition, % at 10.9 µM. actives 0.7% (n = 320,000). AID 2129;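 active means inhibition above the mean of all tested compounds plus 3 SD, cutoff set per campaign, cut at about 30% in these data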;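 further: 0% = DMSO wells and 100% = unlabeled Bim-BH3 peptide competitor; inhibitors lower millipolarization by displacing the labeled peptide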
Target sequence (Q07817 whole entry, looked up): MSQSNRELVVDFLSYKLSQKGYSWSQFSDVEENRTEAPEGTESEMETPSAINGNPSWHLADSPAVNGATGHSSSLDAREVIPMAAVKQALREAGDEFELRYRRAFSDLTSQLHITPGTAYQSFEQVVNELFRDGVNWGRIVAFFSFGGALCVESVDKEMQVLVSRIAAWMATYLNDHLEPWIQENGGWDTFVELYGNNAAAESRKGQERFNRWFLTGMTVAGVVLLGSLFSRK
Active calls of the source: *; i = inactive; . = no result given; + = active, no number.

SMILES	ZTA DNA inh	Fam108B inh	MEX-5 binding	CR mimetic SO	Efflux pump mplx	EBNA-1 inh	MCL1-BIM inh	GLD-1 RNA inh	BCLXL inh
CCc1nnc(NC(=O)CSc2nc(-c3ccc(OC)cc3)ns2)s1	-9	-16	-0.2	92	0.0	4	2	3	-6
O=C(COc1ccc(Cl)cc1)NCCNC(=O)c1ccccn1	-8	3	-1.6	95	-0.1	-10	9	8	3
O=C(CCSc1ccccc1)Nc1nc2c(s1)CCCC2	-4	-2	3.3	90	0.0	7	11	3	7
c1ccc2cc3[nH]c(CN4CCCCC4)nc3cc2c1	18	1	-0.7	100	-0.1	6	0	-2	5
NC(=S)Nc1ncc(CCN2CCOCC2)c(-c2ccc(F)cc2)n1	-7	1	0.8	112	-0.1	2	5	2	4
COc1ccc(CCNc2oc(-c3ccccc3OC)nc2C#N)cc1	11	8	-2.3	95	0.0	4	2	8	2
O=C(Nc1nnc(C2CC2)o1)c1ccc(S(=O)(=O)N2CCc3ccccc3C2)cc1	-23	-3	1.4	91	0.1	-6	-5	1	-5
ClCc1nc2ccccc2n1Cc1ccccc1	-2	-5	-66*	90	0.4	-4	160*	57*	129*
O=C(CCCC(=O)OCC(=O)c1ccc(F)cc1)Nc1cc(C(F)(F)F)ccc1Cl	5	1	2.3	95	0.1	6	11	4	5
CC(C)(C)c1ccc(S(=O)(=O)N2CCC(NC(=O)c3ccco3)CC2)cc1	-10	7	1.8	104	-0.1	6	0	-3	-2
Cc1oc2c(c1C(=O)NCCCC(=O)O)CCCC2	-8	1	2.4	90	-0.1	-2	9	-1	4
COc1cc(C2Nc3ccccc3C(=O)N2c2ccccc2)c(Br)cc1OCC(=O)O (configuration not stated)	8	-2	1.9	141	0.3	-2	8	7	4
Cc1ccc(-n2c(SCC(=O)Nc3ccc4c5c(cccc35)CC4)nc(O)c(C)c2=O)cc1	-1	4	0.9	105	-0.6	3	19	6	11
CCN(CC)S(=O)(=O)c1ccc(N2CCN(c3cccc(OC)c3)CC2)c([N+](=O)[O-])c1	-1	3	-0.8	86	-0.2	3	7	3	0
CCCCCCC(=O)N1CCN(c2cc3c(cc2F)c(=O)c(C(=O)O)cn3CC)CC1	15	-4	2.5	91	-0.1	6	2	5	2
Cc1ccc(NC(=O)CN2C(=O)C3C4C=CC(C4)C3C2=O)cc1S(=O)(=O)N(C)C (configuration not stated)	3	2	1.0	117	0.0	-3	5	0	1
CN(C)C(CNC(=O)c1cccc(S(=O)(=O)Nc2ccc(Br)cc2)c1)c1ccco1 (configuration not stated)	6	2	-4.4	101	0.0	3	9	9	7
CCOC(=O)N1CCN(c2c(N3CCN(c4cc(C)ccc4C)CC3)c(=O)c2=O)CC1	-1	2	2.4	103	0.0	-6	8	15	5
CN1CCCN(c2ccc([N+](=O)[O-])cc2)CC1	-11	-1	-0.8	101	0.0	-5	0	2	11
O=C(c1ccc(F)cc1F)N1CCN(c2n[nH]c(=O)[nH]c2=O)CC1	-11	1	-0.5	123	0.2	-9	3	-1	-4
CC(C)OC(=O)CCC(=O)Nc1ccc(F)cc1	-4	5	-1.2	103	-0.1	2	-2	7	2
CCOC(=O)c1cccc(NC(=O)/C=C/c2ccc3c(c2)OCO3)c1	14	-10	4.1	112	0.1	7	8	-2	1
COCCNC(=O)NC(=O)CN1CCCc2ccccc21	-17	0	-3.1	86	0.0	-8	74*	-5	51*
CCOC(=O)[C@H]1[C@H]2COc3ccc(OC)cc3[C@@H]2N2C(=O)c3ccc(Cl)cc3NC(=O)[C@@]12C	-1	0	.	.	.	13	1	1	3
COc1ccc(-n2nc(C(=O)NCC(=O)NCc3ccc(F)cc3)c3ccccc3c2=O)cc1	8	10	-3.2	116	0.2	-12	6	-4	6

14 consecutive entries from above, quoted:
SMILES	ZTA DNA inh	Fam108B inh	MEX-5 binding	CR mimetic SO	Efflux pump mplx	EBNA-1 inh	MCL1-BIM inh	GLD-1 RNA inh	BCLXL inh
CCc1nnc(NC(=O)CSc2nc(-c3ccc(OC)cc3)ns2)s1	-9	-16	-0.2	92	0.0	4	2	3	-6
O=C(COc1ccc(Cl)cc1)NCCNC(=O)c1ccccn1	-8	3	-1.6	95	-0.1	-10	9	8	3
O=C(CCSc1ccccc1)Nc1nc2c(s1)CCCC2	-4	-2	3.3	90	0.0	7	11	3	7
c1ccc2cc3[nH]c(CN4CCCCC4)nc3cc2c1	18	1	-0.7	100	-0.1	6	0	-2	5
NC(=S)Nc1ncc(CCN2CCOCC2)c(-c2ccc(F)cc2)n1	-7	1	0.8	112	-0.1	2	5	2	4
COc1ccc(CCNc2oc(-c3ccccc3OC)nc2C#N)cc1	11	8	-2.3	95	0.0	4	2	8	2
O=C(Nc1nnc(C2CC2)o1)c1ccc(S(=O)(=O)N2CCc3ccccc3C2)cc1	-23	-3	1.4	91	0.1	-6	-5	1	-5
ClCc1nc2ccccc2n1Cc1ccccc1	-2	-5	-66*	90	0.4	-4	160*	57*	129*
O=C(CCCC(=O)OCC(=O)c1ccc(F)cc1)Nc1cc(C(F)(F)F)ccc1Cl	5	1	2.3	95	0.1	6	11	4	5
CC(C)(C)c1ccc(S(=O)(=O)N2CCC(NC(=O)c3ccco3)CC2)cc1	-10	7	1.8	104	-0.1	6	0	-3	-2
Cc1oc2c(c1C(=O)NCCCC(=O)O)CCCC2	-8	1	2.4	90	-0.1	-2	9	-1	4
COc1cc(C2Nc3ccccc3C(=O)N2c2ccccc2)c(Br)cc1OCC(=O)O (configuration not stated)	8	-2	1.9	141	0.3	-2	8	7	4
Cc1ccc(-n2c(SCC(=O)Nc3ccc4c5c(cccc35)CC4)nc(O)c(C)c2=O)cc1	-1	4	0.9	105	-0.6	3	19	6	11
CCN(CC)S(=O)(=O)c1ccc(N2CCN(c3cccc(OC)c3)CC2)c([N+](=O)[O-])c1	-1	3	-0.8	86	-0.2	3	7	3	0

Carrying on.
SMILES	ZTA DNA inh	Fam108B inh	MEX-5 binding	CR mimetic SO	Efflux pump mplx	EBNA-1 inh	MCL1-BIM inh	GLD-1 RNA inh	BCLXL inh
O=C(Nc1nccs1)C1CCCN(S(=O)(=O)c2cccc3cccnc23)C1 (configuration not stated)	3	-3	-0.8	107	0.5	-11	-5	-4	-4
CC(NC(=O)CCl)c1ccccc1Br (configuration not stated)	-6	-3	-3.9	104	0.1	3	-3	-3	1
Cc1c(C(=O)NCc2ccc(S(N)(=O)=O)cc2)oc2ccc(Cl)cc12	-3	-4	-0.4	109	0.0	-8	4	5	-1
C#Cc1ccc([C@@H]2C=C(C(=O)NCc3nc4ccccc4[nH]3)O[C@H](OCC)[C@H]2CCCO)cc1	-8	-8	4.5	108	0.1	16	0	-5	1
CCOC(=O)c1ncccc1NC(=O)CC(=O)Nc1cccnc1C(=O)OCC	12	0	1.1	90	0.1	3	-3	-2	-4
COc1ccc(C2C(C(=O)Nc3cc(C)on3)c3ccccc3C(=O)N2C)cc1 (configuration not stated)	4	0	-1.4	98	0.1	12	0	9	-5
C=C(C)CN(CC)CCC(=O)Nc1ccc(OC)cc1OC	12	0	-0.6	i	0.1	6	7	8	3
CCN(C1CCCCC1)S(=O)(=O)c1ccc(S(=O)(=O)NCc2ccncc2)cc1	-10	3	2.2	95	-0.3	4	2	-1	4
C/C(=N\O)c1ccc(Cl)c(Cl)c1	-6	0	-1.3	98	-0.1	-13	9	2	5
COc1ccc(CCNC(=O)C2Cc3ccccc3C(=O)O2)cc1 (configuration not stated)	-3	-1	0.5	98	-0.1	-13	-4	10	2
COc1cc(Br)c(CCNC(=O)c2ccco2)cc1OC	-14	-2	-3.6	81	0.3	-11	6	-1	7
OCCN1CCN(CC#CCn2c3ccccc3c3ccccc32)CC1	14	-2	-0.6	100	-0.1	2	7	1	9
COc1cc(-c2nnc(-c3ccc(N4CCOCC4)cc3)o2)cc(OC)c1OC	-4	-2	1.8	87	0.2	3	-2	1	3
CCOC(=O)c1sc2cccc(F)c2c1N	4	4	-0.5	105	-0.7	-4	9	1	6
Cc1cc(C)c2oc(C(=O)N(Cc3ccccc3)C3CCS(=O)(=O)C3)cc(=O)c2c1 (configuration not stated)	-4	-1	-0.4	110	0.1	-6	11	1	6
COc1ccc(-n2nc3c(c2NC(=O)CCl)CSC3)cc1	-3	-4	1.1	101	0.0	0	-1	-3	1
COc1ccc(NC(=O)CCNS(=O)(=O)c2ccc3c(c2)c(=O)n(C)c(=O)n3C)cc1OC	-2	2	-1.7	86	0.0	4	-4	4	2
O=C(O)c1cc(-n2cccc2)ccc1N1CCOCC1	-3	3	3.8	95	-0.2	2	-3	1	1
O=C(Nc1cccc2ccccc12)OCc1cncs1	-3	1	1.8	91	0.1	-4	4	6	2
O=C(Cn1cnc2ccccc21)N/N=C/c1ccccc1[N+](=O)[O-]	1	2	0.4	105	0.9	-3	-2	4	3
CCN1CCCCC(=N/O)/C(=N/O)CCCC1	19	-2	-3.0	100	0.1	-1	7	1	5
COc1cc(/C=C2\CCc3ccccc3C2=O)cc(OC)c1OC	0	4	1.2	107	0.1	-1	3	0	3
CCCCN1CC[C@H]2C=CC[C@@H](C(=O)Nc3ccc(Cl)c(C(F)(F)F)c3)[C@H]2C1=O	11	-1	1.9	.	.	-3	5	-1	6
C/C(CCc1ccco1)=N/NC(=O)CCC(=O)Nc1ccc(Br)cc1	20	0	0.4	102	0.0	8	8	-4	-1
CCOC(=O)NC(=O)/C(C#N)=C\Nc1sccc1C(=O)OC	1	6	-7.9	100	0.2	-6	+	+	+
CC1CCN(C(=O)C2CCCN(S(C)(=O)=O)C2)CC1 (configuration not stated)	7	-1	2.3	100	-0.1	5	-3	1	0
CCOC(=O)C(CCSC)NC(=O)CN (configuration not stated)	-17	-2	0.5	109	0.0	-12	-7	-1	1
